ADAM10 inh – ADAM10 inhibition, QFRET primary screen. inhibition, % at 7 µM. recombinant ADAM10, EDANS/DABCYL FRET peptide cleavage, 3 h. actives 0.62% (n = 370,000). O14672. AID 720582;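 active means inhibition above a per-campaign cutoff equal to the mean of compounds falling between control-based bounds plus 3 SD, cut at about 20% in these data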;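 further: 0% = DMSO wells while the 100% control is not disclosed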
DAX1 inh-1 – DAX1 (NR0B1) inhibition, primary screen | HEK293T StAR-luciferase reporter, SF-1/DAX-1 repression relief | inhibition, % at 6.8 µM | actives 1.1% (n = 370,000) | AID 652010;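 active means inhibition above the mean over all tested compounds plus 3 SD, cut at about 3.6% in these data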;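 further: 0% = DAX-1 cells with DMSO and 100% = cells lacking DAX-1 with DMSO; higher inhibition means more luminescence from relief of DAX-1 repression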
ADAM17 inh – inhibitors of human ADAM17; inhibition, % at 6.95 µM; actives 0.83% (n = 370,000); recombinant ADAM17, EDANS/DABCYL FRET peptide cleavage;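 active means inhibition above the mean of compounds lying between control limits plus 3 SD, set per campaign, cut at about 8.5% in these data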;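 further: 0% = DMSO-only wells as the low control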
SMARCA2 act – SMARCA2 function activation, primary screen. MG213 cells, MMTV-luciferase reporter, dexamethasone, overnight. activation, % at 9.1 µM. actives 1% (n = 370,000). AID 652017; in the data active means activation above about 7.8%;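 further: 0% = vehicle wells and 100% = reference activator wells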
DAX1 inh-2 – NR0B1 (DAX1) inhibition | HEK293 Gal4-DAX1 luciferase reporter, luminescence | inhibition, % at 6.75 µM | actives 0.99% (n = 340,000) | AID 504766;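 active means inhibition above the mean over all tested compounds plus 3 SD, cut at about 4.2% in these data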;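 further: 0% = DAX1-transfected cells with DMSO and 100% = empty-vector control cells with DMSO; inhibition shows as a rise in luminescence from relieved DAX1 repression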
FXN GAA850 act – frataxin GAA850 promoter activation | activation, % at 6 µM | AID 540364 | actives 0.56% (n = 360,000) | HEK293 lucGAA850 FXN promoter luciferase reporter, 24 h; percent of 10 µM SAHA response;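 active means activation above the average of all compounds screened plus 3 SD, cutoff fixed separately per campaign, cut at about 7.5% in these data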;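 further: 0% = DMSO wells and 100% = 10 µM SAHA wells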
hgDAF12 agonist – hgDAF-12 agonism, primary luciferase screen | activation, % at 6.8 µM | HEK293 GAL4-hgDAF12 UAS-luciferase reporter, agonist luminescence; normalized to butyrate control | actives 1.8% (n = 370,000);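 active means activation above a cutoff set at the mean of all screened compounds plus 3 SD, cut at about 10% in these data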;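 further: 0% = DMSO wells and 100% = sodium butyrate wells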
PG9 binder – small molecules binding HIV-1 gp120 antibody PG9 | TR-FRET gp120-PG9 antibody binding | inhibition, % at 6.7 µM | actives 0.43% (n = 360,000) | AID 624416; in the data active means inhibition above about 8.5%
ssDAF12 agonist – activates DAF-12 receptor from parasite S. stercoralis | HEK293 ssDAF-12/GRIP1 lit1-tk-luc reporter, luminescence; % of 3 µM dafachronic acid response | activation, % at 6.8 µM | actives 1% (n = 370,000);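 active means activation above the mean over all tested compounds plus 3 SD, cut at about 0.9% in these data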;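 further: 0% = DMSO-only wells and 100% = 3 µM delta7-dafachronic acid wells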
hcDAF12 agonist – H. contortus DAF-12 activation, primary screen; actives 1.4% (n = 370,000); activation, % at 6.8 µM; AID 652067; HEK293 hcDAF-12 lit1-tk-luc reporter, luminescence; 0% DMSO, 100% Δ7-dafachronic acid;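 active means activation above the mean of all tested compounds plus 3 SD, cut at about 5.5% in these data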;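 further: 100% = response to 3 µM Δ7-dafachronic acid high control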
GC-A act – GC-A (human) enzyme activation; actives 0.14% (n = 370,000); HEK293 GC-A cells, cGMP TR-FRET, EC30 ANP; 0% at EC30 ANP, 100% saturating ANP; activation, % at 10 µM; in the data active means activation above about 40%
Target sequence (P16066 whole entry, looked up): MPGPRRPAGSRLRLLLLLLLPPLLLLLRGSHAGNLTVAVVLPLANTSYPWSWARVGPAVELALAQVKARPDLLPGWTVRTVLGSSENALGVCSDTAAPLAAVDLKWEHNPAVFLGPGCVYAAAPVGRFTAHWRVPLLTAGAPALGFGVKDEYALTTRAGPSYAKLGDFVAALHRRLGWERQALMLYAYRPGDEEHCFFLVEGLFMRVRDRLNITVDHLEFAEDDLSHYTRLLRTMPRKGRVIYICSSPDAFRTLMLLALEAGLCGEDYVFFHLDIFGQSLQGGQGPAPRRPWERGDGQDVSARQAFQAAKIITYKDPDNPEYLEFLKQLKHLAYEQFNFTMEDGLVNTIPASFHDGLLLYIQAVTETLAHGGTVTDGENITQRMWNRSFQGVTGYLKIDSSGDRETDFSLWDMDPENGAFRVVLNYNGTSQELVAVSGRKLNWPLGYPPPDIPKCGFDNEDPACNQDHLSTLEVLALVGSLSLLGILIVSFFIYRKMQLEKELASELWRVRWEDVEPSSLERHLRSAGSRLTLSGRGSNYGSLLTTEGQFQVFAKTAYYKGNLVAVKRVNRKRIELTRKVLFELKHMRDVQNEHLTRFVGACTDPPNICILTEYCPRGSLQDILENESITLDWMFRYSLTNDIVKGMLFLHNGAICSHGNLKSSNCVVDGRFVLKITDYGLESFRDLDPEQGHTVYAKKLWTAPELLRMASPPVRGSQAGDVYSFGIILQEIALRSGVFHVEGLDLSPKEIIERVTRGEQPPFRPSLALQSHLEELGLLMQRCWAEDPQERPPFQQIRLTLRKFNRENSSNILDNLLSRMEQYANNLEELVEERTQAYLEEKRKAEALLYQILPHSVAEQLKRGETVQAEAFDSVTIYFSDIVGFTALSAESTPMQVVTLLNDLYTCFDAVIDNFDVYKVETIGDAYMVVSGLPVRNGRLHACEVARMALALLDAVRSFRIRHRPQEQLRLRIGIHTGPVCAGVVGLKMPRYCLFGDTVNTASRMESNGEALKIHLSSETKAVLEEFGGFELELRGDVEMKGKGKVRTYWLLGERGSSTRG
Numbers without * were called inactive; . = no result given.

canonical_smiles,GC-A act,ADAM17 inh,DAX1 inh-2,DAX1 inh-1,hgDAF12 agonist,PG9 binder,hcDAF12 agonist,ADAM10 inh,FXN GAA850 act,ssDAF12 agonist,SMARCA2 act
O=C(NCc1ccccc1)C(c1ccccc1)N(Cc1cccs1)C(=O)c1cnccn1 (stereo not given),-12,0,-2.7,-1.6,-2.8,-1.8,-1.9,-3,-8.6,-1.9,2
COc1ccc(-c2nc3c(s2)CCc2onc(-c4ccc(OC)cc4)c2-3)cc1,-2,-1,0.2,-0.1,-2.3,0.4,0.6,1,2.7,-1.1,-1
Cc1ccc(/C(O)=C2\C(=O)C(=O)N(CC(C)O)C2c2ccc(N(C)C)cc2)cc1 (stereo not given),2,0,1.8,-0.1,0.8,0.3,0.9,6,-0.6,-0.8,-1
CNC(=O)NC(=O)CSc1nnc(-c2ccco2)n1Cc1ccccc1,7,-2,0.9,0.5,-1.0,1.2,-0.6,-3,-1.6,-0.5,-1
Nc1nc(Cl)cc(N2CCC(c3cc(-c4ccc(Cl)cc4Cl)n[nH]3)CC2)n1,15,7,-0.1,-3.2,-5.3,-2.0,-3.5,16,-0.3,-2.4,-5
Cn1c(SCC(=O)Nc2cc(S(=O)(=O)N3CCOCC3)ccc2N2CCOCC2)nnc1-c1ccncc1,-1,0,1.5,-0.3,3.6,0.4,-0.4,-6,-0.4,-0.6,-1
COC(=O)CNC(=O)COC(=O)/C=C/c1ccccc1[N+](=O)[O-],2,-1,2.7,-0.5,2.7,-2.0,3.6,3,-2.1,2.0*,2
Cc1ccc(CNC(=O)C(NS(=O)(=O)c2ccc3nc(C)sc3c2)C(C)C)cc1 (stereo not given),1,-1,0.8,0.1,0.9,-0.9,-1.7,-5,-3.3,-0.8,-1
CCOC(=O)Nc1ccc2c(c1)Nc1ccccc1S2,-1,2,-0.5,-0.4,-4.1,-0.1,-2.1,-9,-0.4,-1.9,-3
CCCc1nn2c(=O)c(C(c3ccc(C)cc3)c3c(O)nc4sc(CCC)nn4c3=O)c(O)nc2s1,0,-3,-0.2,-0.7,-1.2,0.2,1.0,-5,0.9,-0.9,0
O=C(Cc1cccc(NC(=O)C2CCCN(C(=O)c3ccccc3)C2)c1)Nc1ccc(C(=O)N2CCCCC2)cc1 (stereo not given),-1,-3,1.0,1.0,-1.2,-1.1,1.7,-4,-0.1,-1.4,4
COCCn1c(SCC(=O)NC2CCCCC2C)nnc1-c1ccncc1 (stereo not given),-1,0,-0.3,0.4,1.3,-2.6,1.2,-3,-2.3,-0.8,0
CCOC(=O)Cc1c(C)nc(N)[nH]c1=O,0,-3,0.1,-0.4,4.3,-1.6,-0.4,-3,1.5,-1.1,1
CCOc1ccc(NS(=O)(=O)c2ccc(C(=O)N3CCCC(C)C3)cc2)cc1 (stereo not given),4,1,-3.3,-4.3,-5.5,1.5,-3.6,-2,-0.8,-1.6,-5
COc1ccnc2c1c(=O)n(Cc1ccc(Cl)cc1)c(=O)n2C,18,3,0.3,1.8,-3.2,3.5,-1.0,1,0.8,-1.7,1
CC(=O)N1c2ccc(S(=O)(=O)N3CCC(C(=O)Nc4ncccc4C)CC3)cc2CC1C (stereo not given),4,-1,-0.1,-0.8,0.4,-0.7,-1.3,-2,-1.0,-0.5,0
Cc1nc(SC(C)C(=O)NCc2ccc3c(c2)OCO3)nc(C)c1C (stereo not given),-3,-8,-0.4,-0.8,-4.6,-1.4,-0.6,-10,-0.7,-1.4,-1
CC(OC(=O)C1CCC(=O)N1)C(=O)Nc1cc(Cl)cc(Cl)c1 (stereo not given),1,2,-0.6,-0.2,1.0,-0.1,-0.8,4,4.5,-0.5,-1
CC(C)(C)C(=O)c1c(N)[nH]c(C(=O)c2ccccc2)c1-c1ccc(Br)cc1,-19,3,.,0.9,-0.5,0.7,0.5,5,.,-0.8,-3
COc1cc(C(=O)NCCC(=O)NC2CCCCCCC2)cc(OC)c1OC,1,-4,0.6,0.0,-2.4,0.1,-1.9,4,-1.5,-1.3,-1

(listing goes on)
canonical_smiles,GC-A act,ADAM17 inh,DAX1 inh-2,DAX1 inh-1,hgDAF12 agonist,PG9 binder,hcDAF12 agonist,ADAM10 inh,FXN GAA850 act,ssDAF12 agonist,SMARCA2 act
CCOc1ccc(-n2c(Cc3cc(=O)[nH]c(=O)[nH]3)nnc2SCC(N)=O)cc1,-2,0,1.1,0.5,-0.1,0.8,-0.6,-3,2.9,-1.3,1
CCN(C(=O)COC(=O)CC1CCCCC1)c1c(N)n(Cc2ccccc2)c(=O)[nH]c1=O,1,-2,-0.8,-0.4,-3.1,-0.9,-0.6,-17,1.1,-1.1,-2
CC(=O)Nc1ccc(NC(=O)C23CC4CC(C2)CC(n2cnc(Br)n2)(C4)C3)cc1,3,0,-0.8,0.0,0.8,-0.8,0.0,2,-0.3,-1.2,1
O=C(Cn1c(-c2cncs2)nc2ccccc21)N1CCCCC1,7,-4,.,0.0,-1.8,.,-0.5,-6,.,-1.1,-6
CN(/N=C/c1ccccc1Cl)c1ncc(Cl)cc1C(F)(F)F,-13,-24,2.0,-0.3,-0.4,0.7,3.5,-14,-0.2,0.1,-3
CC(=O)c1cccc(OCc2cc(C(=O)N3CCC(N4CCCCC4)CC3)no2)c1,4,-4,0.8,-0.2,0.0,0.8,0.5,-13,1.3,-1.2,-2
CC(=C/C(=O)O)/C(=C/c1ccccc1)C(=O)O,-1,3,1.2,-0.8,-1.8,-0.1,0.7,3,0.1,-0.1,2
N#Cc1ccc(OCC(=O)Nc2ccc(S(=O)(=O)N3CCOCC3)cc2)cc1,-1,0,0.8,-0.4,0.9,0.6,-0.1,-2,1.2,-1.0,2
COc1cc(CC(=O)OCC(=O)Nc2ccc3c(c2)OCO3)cc(OC)c1OC,-4,-7,-1.1,-0.4,0.7,-0.6,-0.1,0,-1.2,-2.0,-2
Cc1nn(C(C)c2n[nH]c(=S)n2-c2ccc(F)cc2)c(C)c1[N+](=O)[O-] (stereo not given),2,0,1.1,-0.3,-0.1,0.4,-0.8,-2,-0.7,-1.0,-2
Cc1ccc(S(=O)(=O)NN=Cc2cc(Cl)ccc2O)cc1,-2,-12,2.8,1.4,-0.4,-1.3,0.9,-35,6.0,-0.6,6
O=C(NCc1ccc2c(c1)OCO2)C1CC(=O)N(c2ccc(F)cc2)C1 (stereo not given),0,-4,0.7,-0.9,-3.3,2.9,-2.3,-10,-2.1,-0.4,-1
COc1ccc(C/C(=N\O)c2ccc(OC)cc2)cc1,11,-1,1.0,-0.2,6.7,2.1,1.7,-4,3.6,-0.7,1
Cc1nn(C)c(C)c1S(=O)(=O)N1CCC(CO)(Cc2ccc(Cl)cc2)CC1,0,1,-0.7,-0.8,-2.5,0.0,-1.2,1,-1.5,-2.4,-1
NC(=NCCc1c[nH]c2ccccc12)NC(=O)c1ccc(F)cc1,-6,2,-0.3,-0.8,-0.5,-1.1,-1.3,4,0.2,-1.5,0
O=C(Nc1ccc(Cl)cc1N1CCOCC1)C1CCCCC1,-2,1,0.6,0.5,2.9,-1.8,-0.8,-8,-0.8,-0.5,-2
O=S(=O)(NCC1CCCO1)c1ccc2c(c1)OCCO2 (stereo not given),-1,-3,-1.1,-0.2,0.8,0.0,-1.8,6,-0.6,-0.9,2
Cc1ccc(C(=O)N(C)CC(=O)Nc2ccc(F)c(F)c2F)o1,5,-7,1.1,-0.9,-4.9,-1.1,-1.9,5,-1.1,-1.4,-3
O=C(Nc1ncnc2sc3c(c12)CCC3)c1ccco1,-1,-4,0.6,0.4,0.0,-0.6,-1.8,1,3.9,-1.4,0
CCN(CC)C(=O)c1ccc(COc2ccccc2Br)o1,9,-5,-0.8,-0.8,3.9,2.5,-2.0,-2,2.0,-1.0,-1

(list continues)
canonical_smiles,GC-A act,ADAM17 inh,DAX1 inh-2,DAX1 inh-1,hgDAF12 agonist,PG9 binder,hcDAF12 agonist,ADAM10 inh,FXN GAA850 act,ssDAF12 agonist,SMARCA2 act
Cc1cc(Br)c(S(=O)(=O)n2nnc3ccccc32)cc1C,2,2,-0.2,-0.3,1.5,1.0,-0.7,-1,-2.9,-0.8,-1
COc1cccc(-c2cc(C(=O)NCc3cccs3)no2)c1,9,2,4.0,2.1,13*,-0.9,1.7,3,3.3,0.2,7
COc1cc(C(=O)OCC(=O)Nc2cc(C)on2)c([N+](=O)[O-])cc1OC,-1,0,-0.4,0.4,2.1,-0.9,-1.0,-4,1.8,-0.5,-2
CN1CCN(c2ccc(S(=O)(=O)N3CCOCC3)cc2NC(=O)CC(C)(C)C)CC1,-1,-3,-0.1,-1.0,0.8,1.4,0.6,-14,0.6,-0.9,-1
CSc1ncccc1C(=O)Nc1ccc2c(c1)OCO2,3,-4,0.5,0.2,2.3,1.0,-1.4,-13,0.5,-1.6,-4
Cc1nc2ccc3nc(NC(=O)c4ccc(S(=O)(=O)N5CCOCC5)cc4)sc3c2s1,1,1,-1.3,1.4,2.2,-0.2,-0.4,-11,2.8,-1.1,-4
O=C(CCC1CCCN(C(=O)C2(c3ccccc3)CC2)C1)N1CCN(c2ccccn2)CC1 (stereo not given),2,-4,-1.1,-1.5,-2.8,-4.9,-3.4,-11,3.8,-1.0,-1
O=C(c1cccc(F)c1)N1CCN(C(=O)c2cc(-c3ccc(Cl)cc3Cl)on2)CC1,3,2,0.1,-0.7,0.5,-1.6,-2.8,9,-0.2,-1.4,1
COc1cc(C)c(Br)cc1S(=O)(=O)N1CCCC1,3,-2,-0.2,0.2,1.4,-2.7,-0.9,-3,1.0,-1.8,1
CN(C(=O)[C@@H](C1CC1)[C@@H](O)c1ccc2ccccc2c1)c1ccccc1,-4,5,.,-1.5,2.1,.,0.8,87*,.,0.0,-4
COc1ccc(S(=O)(=O)N2CCC(NC(=O)Nc3ccc(C)cc3)CC2)cc1,0,0,-1.4,-0.6,0.6,1.8,-0.7,12,-2.9,-1.6,-2
Cc1cc(Cl)c2oc(C(=O)N(C)Cc3ccon3)c(C)c2c1,-6,4,1.2,1.5,13*,-1.2,1.6,4,5.8,-0.1,1

Three records picked at random from the list so far, as already listed:
canonical_smiles,GC-A act,ADAM17 inh,DAX1 inh-2,DAX1 inh-1,hgDAF12 agonist,PG9 binder,hcDAF12 agonist,ADAM10 inh,FXN GAA850 act,ssDAF12 agonist,SMARCA2 act
Cc1cc(Cl)c2oc(C(=O)N(C)Cc3ccon3)c(C)c2c1,-6,4,1.2,1.5,13*,-1.2,1.6,4,5.8,-0.1,1
COc1cccc(-c2cc(C(=O)NCc3cccs3)no2)c1,9,2,4.0,2.1,13*,-0.9,1.7,3,3.3,0.2,7
O=C(CCC1CCCN(C(=O)C2(c3ccccc3)CC2)C1)N1CCN(c2ccccn2)CC1 (stereo not given),2,-4,-1.1,-1.5,-2.8,-4.9,-3.4,-11,3.8,-1.0,-1

ADAM10 inh: hit marks shown above
| compound | GC-A act | ADAM17 inh | DAX1 inh-2 | DAX1 inh-1 | PG9 binder | hcDAF12 agonist | ADAM10 inh | ssDAF12 agonist | SMARCA2 act |
| --- | --- | --- | --- | --- | --- | --- | --- | --- | --- |
| CN(C(=O)[C@@H](C1CC1)[C@@H](O)c1ccc2ccccc2c1)c1ccccc1 | -4 | 5 | . | -1.5 | . | 0.8 | 87* | 0.0 | -4 |

Screens deposited in PubChem BioAssay by several laboratories.
